Screens deposited in PubChem by several laboratories.
PLAP inhibition – inhibition of human placental alkaline phosphatase – biochemical, luminescence, HTS (AID 690); purified PLAP, luminescent substrate; higher % means a stronger effect; one-dose inhibition, % at 20 µM; IC50 in µM for titrated hits; actives 0.08% (n = 96,000); in the data active means a potency from the dose series; inactive means the rest, 99 in 100 with inhibition below about 30%; further: strong numbers were not always called active
Bcl-B TR3 displacers – displacers of TR3 peptide from Bcl-B, primary screen, selectivity assay for Bfl-1 inhibitor project, biochemical, fluorescence polarization; displacement, % at 20 µM; hits with a dose series show IC50 in µM; FP displacement of FITC-TR3 peptide from Bcl-B; higher % means a stronger effect; actives 0.11% (n = 96,000);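 active means displacement above 50% at 20 µM plus a fluorescence interference ratio under 1.5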;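 further: plate controls were wells without compound for no effect and wells lacking Bcl-B protein for full effect; a part of the inactive calls stands beside numbers as strong as those of hits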
NFkB transloc pot – enhances IL-1B driven NFkB nuclear translocation. actives 0.3% (n = 94,000). HUVEC IL-1B NFkB p65 nuclear translocation imaging. activation, % at 2 µM;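 active means activation above 40%, about the mean plus 3 SD, also judged a hit on visual image review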;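 further: percent activation is computed from the nuclear over cytoplasmic p65 intensity ratio; values of inactives mirror those of a sister screen read the other way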
IL1B NFkB inh – blocks IL-1B driven NFkB nuclear translocation in HUVEC cells | inhibition, % at 2 µM | HUVEC IL-1B NFkB p65 nuclear translocation imaging | actives 0.43% (n = 94,000);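 active means inhibition above about 30% together with a positive call from visual inspection of the well image, limit read from the data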;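 further: nuclear over cytoplasmic p65 intensity ratio measured by imaging; 0% = IL-1B stimulated DMSO wells and 100% = unstimulated DMSO wells; values of inactives mirror those of a sister screen read the other way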
MRP resist rev – MRP-mediated drug resistance reversal | H69AR cells + 2 uM doxorubicin, CellTiter-Glo, 72 h | differential viability (reversal), % at 10 µM | actives 0.04% (n = 85,000) | AID 602;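 active means viability drop by adding the cancer drug above about 55%, with treated viability meeting a 40% cutoff, limit read from the data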;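 further: viability without doxorubicin minus viability with 2 µM doxorubicin for each compound; larger differential means the compound sensitizes cells more to doxorubicin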
MRP resist rev cytotoxicity – further read-out of MRP resist rev, marked with its call; viability, %; H69AR cells, CellTiter-Glo, 72 h; measured here: cytotoxicity without doxorubicin
MRP resist rev with doxorubicin – second read-out of MRP resist rev, no call of its own (marks repeat the call); viability, %; measured here: viability with 2 uM doxorubicin; hits give low values
IL1B NFkB inh cell count 2 µM – recorded beside IL1B NFkB inh, whose call it bears; cell count; measured here: cells passing quality filter;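 raw number of nuclei counted in each imaged well without normalization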
NFkB transloc pot cell count 2 µM – further read-out of NFkB transloc pot, marked with its call; cell count; measured here: cells passing quality filter
* hit, by the source's call; . = not tested or not shown. Only part of the results is shown; the hit share may differ from the screen's.

canonical_smiles	PLAP inhibition	Bcl-B TR3 displacers	NFkB transloc pot	NFkB transloc pot cell count 2 µM	IL1B NFkB inh	IL1B NFkB inh cell count 2 µM	MRP resist rev	MRP resist rev cytotoxicity	MRP resist rev with doxorubicin
CCOC(=O)C1CCN(C2CC(=O)N(c3ccc(OCC)cc3)C2=O)CC1 (stereo not drawn)	.	.	6	118	-6	118	6	98	93
O=C(CSc1nc2ccccc2o1)NCC(=O)c1ccccc1	-5%	-8%	.	.	.	.	-1	90	91
CC(Oc1ccccc1F)C(=O)/C=C/N(C)C (stereo not drawn)	18%	-6%	-3	72	3	72	.	.	.
CO/N=C(\Cn1ncc(N2CCCC2)c(Br)c1=O)c1ccc(Cl)cc1	-63%	-4%	0	163	0	163	-13	74	86
CCOc1ccc(NC(=O)Cn2nnc(-c3ccccc3F)n2)cc1	27%	-6%	4	153	-4	153	-3	91	93
CCN1CCCC1CNC(=O)Cn1ncc2c(=O)oc3ccc(C)cc3c21 (stereo not drawn)	-7%	4%	-12	45	12	45	3	93	91
CN(C)c1nc(N)nc(CSc2nnnn2C)n1	8%	-6%	-9	187	9	187	12	107	95
Cc1cccc(OCCOC(=O)C2CCN(S(=O)(=O)c3cccs3)CC2)c1	-19%	-1%	-15	99	15	99	10	96	86
CC(=O)CSc1nnc(-c2cnccn2)n1-c1ccccc1	-5%	6%	8	124	-8	124	9	98	90
COc1cccc(Nc2nc3ccccc3n3cnnc23)c1	-56%	-8%	-8	56	8	56	-9	55	63
COc1cc(OC)cc(C(=O)NCCOc2ccccc2)c1	6%	4%	-7	155	7	155	-7	66	74
CCC(C)[C@H](NC(=O)N1CCN(c2cccc(C(F)(F)F)c2)CC1)C(=O)OC (stereo partly drawn)	-28%	0%	-2	114	2	114	6	92	86
O=C(CC1(O)C(=O)N(Cc2ccccc2Cl)c2ccccc21)c1ccco1 (stereo not drawn)	20%	-4%	14	173	-14	173	-16	15	30
COc1ccccc1OC(=O)c1ccc(SC)cc1OC	2%	-14%	-13	126	13	126	3	96	93
CC(C)(O)C1=NOC(c2ccccc2)C1 (stereo not drawn)	2%	0%	2	126	-2	126	7	95	88
COC(=O)C1=C(C)NC(=O)CC1c1ccccc1F (stereo not drawn)	-17%	14%	17	80	-17	80	-17	93	110
CCOc1ccc(C(=O)NCC(=O)OCC(=O)N2C(C)CCCC2C)cc1 (stereo not drawn)	-8%	-15%	9	43	-9	43	18	105	87
Cc1cccc(NC(=S)NC(=O)c2cccs2)n1	8%	-4%	5	147	-5	147	.	.	.
COc1ccc2nc(C)cc(SCC(=O)NNC(=O)COc3ccc(C)cc3)c2c1	7%	-4%	-10	193	10	193	.	.	.
COc1ccc(OC)c(N=c2oc3c(OC)cccc3cc2C(=O)NCc2ccco2)c1	22%	2%	.	.	.	.	18	88	70
CC(NC(=O)C1CCCO1)c1ccccc1 (stereo not drawn)	19%	18%	4	186	-4	186	-5	94	100
CCCN1CCN(CCCNC(=O)Cn2ncc3c4ccccc4n(C)c3c2=O)CC1	.	.	7	52	-7	52	7	91	84
CN(C(=O)CCN1C(=O)C(C)(C)Nc2ccccc21)c1ccccc1	-35%	-3%	7	112	-7	112	1	89	87
Cc1occc1-c1nnc(SCC(=O)c2ccc(F)cc2)n1Cc1ccco1	-25%	-7%	10	117	-10	117	-4	103	107
Cc1ccc(N(CC(=O)N2CCc3ccccc32)C2=NC(=O)CS2)cc1	-49%	-2%	-7	64	7	64	-8	95	102

Next section
canonical_smiles	PLAP inhibition	Bcl-B TR3 displacers	NFkB transloc pot	NFkB transloc pot cell count 2 µM	IL1B NFkB inh	IL1B NFkB inh cell count 2 µM	MRP resist rev	MRP resist rev cytotoxicity	MRP resist rev with doxorubicin
Cc1ccc(C(=O)CC2(O)C(=O)N(Cc3ccc4c(c3)OCO4)c3ccccc32)cc1 (stereo not drawn)	20%	-10%	-22	120	22	120	-17	44	61
CCc1ccc(OC)c(S(=O)(=O)Nc2ccccc2C)c1	-7%	-5%	12	112	-12	112	-6	94	99
c1ccn2c(SCc3ccc4c(c3)OCCO4)nnc2c1	-4%	-8%	.	.	.	.	10	97	86
CC(C)(C)C(=O)Nc1ccc(S(=O)(=O)c2ccc(NC(=O)C(C)(C)C)cc2)cc1	4%	0%	28	62	-28	62	15	95	80
CCOC(=O)CSC1=C(C#N)C(c2ccccc2OC)CC(=O)N1 (stereo not drawn)	8%	0%	-9	138	9	138	-17	25	42
Cc1c(C(=O)Nc2ccc(Oc3ccccc3)cc2)sc2nc3n(c(=O)c12)CCC3	-13%	-11%	7	134	-7	134	-8	66	74
Cc1ccc(C(=O)c2cc([N+](=O)[O-])ccc2N2CCOCC2)c(C)c1	-6%	-2%	-96	20	96*	20*	.	.	.
COc1ccc(-n2nnnc2SCC(=O)N2CCOCC2)cc1	14%	-7%	17	65	-17	65	14	98	85
Cc1cc(C)c(S(=O)(=O)Nc2ccc(OCC(=O)O)cc2)c(C)c1	-6%	4%	-4	162	4	162	19	105	87
O=C(N1CCOCC1)N(CCN1CCOCC1)Cc1cccc2ccccc12	-42%	1%	17	166	-17	166	7	87	80
Cc1c(C(=O)Nc2ccccc2)sc2nc(-c3ccccc3)cn12	59%	-2%	4	180	-4	180	-5	57	62
NS(=O)(=O)c1ccc(NC(=O)C2CCCN(S(=O)(=O)c3ccc(F)cc3)C2)cc1 (stereo not drawn)	9%	-3%	5	59	-5	59	-2	86	87
COc1ccccc1N1CCN(C(c2ccc(N(C)C)cc2)c2nnnn2CCc2ccccc2)CC1 (stereo not drawn)	.	.	12	70	-12	70	2	85	83
COc1cccc(NC(=O)CSc2nnc(Cn3nnc4ccccc43)n2C)c1	.	.	0	77	0	77	-4	87	90
O=C(c1cccs1)N(Cc1ccco1)Cc1cc2ccccc2[nH]c1=O	19%	-4%	.	.	.	.	13	82	69
Cc1ccc(Nc2nc(N)nc(CN3CCN(C)CC3)n2)cc1	-49%	-5%	2	94	-2	94	.	.	.
O=C(O)CCc1nnc2n(Cc3ccc(F)cc3)c(=O)c3ccccc3n12	8%	-12%	-10	59	10	59	11	93	82
O=C1CCCCN1CCc1c[nH]c2ccccc12	.	.	5	15	-5	15	0	88	88
O=C(NCCc1ccccc1)c1ccc2c(c1)N(Cc1ccccc1)C(=O)CS2=O (stereo not drawn)	-25%	-3%	.	.	.	.	3	103	100
CCn1cc(Br)c(-c2nc3ccccc3c(=O)n2N)n1	0%	-4%	20	135	-20	135	-4	94	98
CCOC(=O)c1cc2sc(C)cc2n1CCCN1C(=O)c2ccccc2C1=O	-10%	-8%	12	180	-12	180	3	95	93
CC(=O)c1cccc(NC(=O)N2CCCC2C(=O)NC2CCCCC2)c1 (stereo not drawn)	-1%	-1%	-4	101	4	101	0	90	90
CC(C)NC(=O)CCS(=O)(=O)c1cccc2nonc12	1%	-11%	9	130	-9	130	-4	103	106
CCOc1ccc2c3c(c(=O)oc2c1OCC)CCCC3	4%	-12%	3	147	-3	147	-3	77	80
CCOC(=O)c1ccc2c(c1)N(CC(=O)N1CCCCC1)C(=O)C(C)(C)O2	.	.	-10	99	10	99	-8	81	89

Other records follow.
canonical_smiles	PLAP inhibition	Bcl-B TR3 displacers	NFkB transloc pot	NFkB transloc pot cell count 2 µM	IL1B NFkB inh	IL1B NFkB inh cell count 2 µM	MRP resist rev	MRP resist rev cytotoxicity	MRP resist rev with doxorubicin
O=C(CSc1nnc(CN2CCOCC2)n1-c1ccccc1)N1CCc2ccccc21	26%	-13%	-1	117	1	117	8	82	73
COc1ccc(N2CCN(Cc3nc4c(c(=O)n(C)c(=O)n4C)n3CC(C)=O)CC2)cc1	-8%	-9%	15	158	-15	158	12	99	87
COc1cccc(C2NC(=O)NC(C)=C2C(=O)Nc2ccccc2C)c1 (stereo not drawn)	10%	1%	-4	113	4	113	-2	93	95
CCOC(=O)N1CCN(C(=O)Nc2sc3nc4n(c(=O)c3c2C)CCC(C)CC4)CC1 (stereo not drawn)	-46%	-64%	34	195	-34	195	-13	78	91
Cc1ccc(CSc2nnc(-c3ccco3)o2)cc1	-11%	10%	-7	98	7	98	23	109	86
CN1CCN(C(=O)c2cc3c(s2)-c2ccccc2S(=O)(=O)C3)CC1	-11%	-2%	.	.	.	.	16	93	77
COc1cc(NC(=O)Cn2c(C)cc3ccccc3c2=O)cc(OC)c1OC	-4%	-17%	9	138	-9	138	-8	80	89
CCn1c(NCc2ccccn2)nc2ccccc21	.	.	5	153	-5	153	2	99	97
CCCc1nc2oc3cc(OC)ccc3c(=O)c2c(=O)n1Cc1ccco1	-9%	-4%	8	116	-8	116	6	82	77
CCOC(=O)c1c(CN(CC)CC)oc2ccc(OC)cc12	.	.	-1	157	1	157	3	80	77
Cc1ccc(C)c2nc3sc(C(=O)N4CCCc5ccccc54)c(N)c3cc12	6%	103%	-9	119	9	119	.	.	.
COc1ccc([N+](=O)[O-])cc1NC(=S)NC(NC(=O)C(c1ccccc1)c1ccccc1)C(Cl)(Cl)Cl (stereo not drawn)	18%	-18%	11	111	-12	111	.	.	.
COc1ccccc1NC(=O)C1(C)Cc2ccccc2C(=O)O1 (stereo not drawn)	0%	3%	.	.	.	.	4	86	82
CN1C(=O)C(=O)N(CC(=O)N2CCc3ccccc32)C1=O	10%	3%	-1	155	1	155	-12	84	96
Cc1ccnc(N2CCC(C(=O)Nc3ccc4c(c3)CCC4)CC2)n1	2%	-3%	.	.	.	.	-9	91	100
c1ccc2nc(-c3ccncc3)ccc2c1	9%	4%	7	109	-7	109	.	.	.
Cc1cc(C)cc(OCc2ccc(C(=O)N3N=C(C(F)F)CC3(O)C(F)F)o2)c1 (stereo not drawn)	-23%	-4%	17	152	-17	152	.	.	.
Fc1ccc(CSc2nncn2NCc2ccccc2)cc1	.	.	9	145	-9	145	15	101	86
CC(C)CNC(=O)c1cc(-c2ccc(Cl)c(Cl)c2)on1	-2%	9%	9	108	-9	108	-4	102	106
O=C1[C@@H]2CSCN2C(=O)CN1CCc1cccc(F)c1	13%	-2%	-3	79	3	79	-3	95	97
Cc1occc1C(=O)N/N=C/c1c[nH]c2ccccc12	14%	-4%	2	155	-2	155	.	.	.
CCOC(=O)CSc1ncnc2c1nnn2-c1ccc(F)cc1	3%	-22%	-5	87	5	87	6	104	99
CC(C)OCCCNC(=O)c1c(N)n(/N=C/c2cccs2)c2nc3ccccc3nc12	-6%	-26%	-5	162	5	162	.	.	.
COCc1cc(=O)n2[nH]c(C(F)(F)F)nc2n1	30%	-49%	18	153	-18	153	17	91	74
O=C(NCc1ccccc1)C1CCN(S(=O)(=O)c2cccc3cccnc23)CC1	8%	3%	-1	53	1	53	-2	98	101
Cc1ccccc1NS(=O)(=O)c1cc(S(C)(=O)=O)ccc1Cl	-5%	0%	11	125	-11	125	28	98	70
Cc1nc(SCC(=O)NC(=O)NCc2ccccc2)nc(C)c1C	-1%	1%	1	181	-1	181	-3	87	90
Cc1cc(Br)c2c(c1)=C(c1sc(N3CCCCCC3)nc1O)C(=O)N=2	32%	42%	6	111	-6	111	-12	65	76

Another view of some results above.
Order of values – PLAP inhibition, Bcl-B TR3 displacers, NFkB transloc pot, NFkB transloc pot cell count 2 µM, IL1B NFkB inh, IL1B NFkB inh cell count 2 µM, MRP resist rev, MRP resist rev cytotoxicity, MRP resist rev with doxorubicin
> COc1cccc(C2NC(=O)NC(C)=C2C(=O)Nc2ccccc2C)c1 (stereo not drawn)
    10%, 1%, -4, 113, 4, 113, -2, 93, 95
> CC(C)OCCCNC(=O)c1c(N)n(/N=C/c2cccs2)c2nc3ccccc3nc12
    -6%, -26%, -5, 162, 5, 162, ., ., .
> CCn1c(NCc2ccccn2)nc2ccccc21
    ., ., 5, 153, -5, 153, 2, 99, 97
> Cc1ccc(CSc2nnc(-c3ccco3)o2)cc1
    -11%, 10%, -7, 98, 7, 98, 23, 109, 86
> Fc1ccc(CSc2nncn2NCc2ccccc2)cc1
    ., ., 9, 145, -9, 145, 15, 101, 86
